Apaf1 inhib: human Apaf-1 inhibition. reconstituted apoptosome caspase-3 activity, DEVD-Rh110 fluorescence. inhibition, % at 20 µM. actives 0.71% (n = 330,000); active = inhibition of at least 40% at 20 µM;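 note: plate controls were DMSO wells for no effect and DEVD-CHO caspase inhibitor wells for full effect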
Target sequence (O14727 whole entry, looked up): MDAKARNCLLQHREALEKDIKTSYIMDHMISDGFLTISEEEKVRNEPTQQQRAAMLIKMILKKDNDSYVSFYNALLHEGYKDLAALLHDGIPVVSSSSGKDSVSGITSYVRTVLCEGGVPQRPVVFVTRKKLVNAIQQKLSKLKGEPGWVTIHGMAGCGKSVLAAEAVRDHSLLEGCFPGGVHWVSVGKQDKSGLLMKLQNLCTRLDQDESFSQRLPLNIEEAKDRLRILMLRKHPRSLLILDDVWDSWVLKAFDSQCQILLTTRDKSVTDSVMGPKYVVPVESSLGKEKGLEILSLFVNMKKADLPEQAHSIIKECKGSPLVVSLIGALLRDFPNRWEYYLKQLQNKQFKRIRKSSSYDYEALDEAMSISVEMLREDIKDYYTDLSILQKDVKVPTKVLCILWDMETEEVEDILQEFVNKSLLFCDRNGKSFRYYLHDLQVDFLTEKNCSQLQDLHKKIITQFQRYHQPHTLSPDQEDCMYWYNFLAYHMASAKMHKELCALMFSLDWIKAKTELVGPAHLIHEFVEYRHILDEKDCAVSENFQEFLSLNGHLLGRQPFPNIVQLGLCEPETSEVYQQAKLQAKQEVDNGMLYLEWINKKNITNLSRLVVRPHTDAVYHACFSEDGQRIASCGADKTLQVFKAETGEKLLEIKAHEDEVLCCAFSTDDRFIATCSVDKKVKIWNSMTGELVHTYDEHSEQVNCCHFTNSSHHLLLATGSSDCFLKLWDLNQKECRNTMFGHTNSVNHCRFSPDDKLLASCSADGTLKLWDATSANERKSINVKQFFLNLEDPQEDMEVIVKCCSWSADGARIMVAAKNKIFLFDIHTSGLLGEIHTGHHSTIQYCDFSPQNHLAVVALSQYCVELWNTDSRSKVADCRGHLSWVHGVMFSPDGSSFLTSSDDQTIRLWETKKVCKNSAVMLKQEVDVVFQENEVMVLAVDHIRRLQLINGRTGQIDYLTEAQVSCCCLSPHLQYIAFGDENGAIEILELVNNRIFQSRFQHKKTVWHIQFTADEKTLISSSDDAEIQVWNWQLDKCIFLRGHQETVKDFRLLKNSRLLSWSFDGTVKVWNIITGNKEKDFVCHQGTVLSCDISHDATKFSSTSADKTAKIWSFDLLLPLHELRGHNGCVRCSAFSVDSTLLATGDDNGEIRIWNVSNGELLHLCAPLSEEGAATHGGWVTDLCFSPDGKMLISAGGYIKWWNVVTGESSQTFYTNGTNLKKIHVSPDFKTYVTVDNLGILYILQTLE
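Assay system: Apoptosome proteins | Medium: pH 7.5 Hepes buffer with CHAPS, BSA, DTT | Also added: Cytochrome c and DEVD-Rh110 substrate | Times: 30 min plus 50 min, RT | Detection: Rhodamine 110 fluorescence at Ex 480/Em 540 nm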
CCR6 antag: blocks CCL20-driven beta-arrestin recruitment at human CCR6; CHO-K1 CCR6 PathHunter beta-arrestin, luminescence, CCL20-stimulated; inhibition, % at 20 µM; actives 0.49% (n = 340,000);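 active = compounds whose inhibition of the agonist-driven luminescence signal at 20 µM reaches about 50%, limit read from the data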;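 note: cells stimulated with CCL20 at 14 nM final; plate controls were DMSO with CCL20 for no effect and DMSO without agonist for full effect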
Jurkat NFkB inh: lowers PMA/ionomycin-induced NF-kB signal in Jurkat cells. PMA/ionomycin-induced NF-kB luciferase reporter, luminescence. inhibition, % at 4 µM. actives 0.53% (n = 330,000). AID 435003
SENP8 block: SENP8 protease inhibition. actives 1.2% (n = 330,000). Q96LD8. purified SENP8, Z-RLRGG-aminoluciferin cleavage, luminescence. inhibition, % at 10 µM
EBI2 block: blocks human EBI2 receptor beta-arrestin signaling | P32249 | actives 0.81% (n = 360,000) | inhibition, % at 5 µM | EBI2 beta-arrestin recruitment, luminescence, 7a,25-OHC stimulated; in the data active = inhibition above about 38%;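 note: enzyme fragment complementation signal reports receptor beta-arrestin coupling in cells; 0% = agonist plus DMSO wells and 100% = wells without agonist; some results beyond the cut were filed as inactive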
697 NFkB inh: lowers PMA/ionomycin-induced NF-kB signal in 697 B cells; inhibition, % at 4 µM; 697 B-cell NF-kB luciferase reporter, 16 h; actives 0.33% (n = 330,000); in the data active = inhibition above about 35%
UBC13 polyUb: inhibitors of human UBC13 polyubiquitin chain formation | TR-FRET | P61088 | inhibition, % at 20 µM | actives 0.47% (n = 330,000); in the data active = inhibition above about 45%, passing the limit was not always enough
Gli-Sufu block: blocks Gli-Sufu signaling in a luciferase reporter; Sufu-KO-LIGHT fibroblasts, Gli luciferase reporter luminescence; inhibition, % at 5 µM; actives 0.74% (n = 340,000); AID 588413;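 active = inhibition above about 55%, limit read from the data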;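 note: 0% = DMSO-treated cells and 100% = wells with medium but no cells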
* hit, by the source's call; . = not tested or not shown. Cut-off read from the data, not from the text of the source, unless noted: active = inhibition above about 50%; inactive = the rest. This is a subset, so the mix of outcomes need not match the whole.

#	Compound	Apaf1 inhib	CCR6 antag	Jurkat NFkB inh	SENP8 block
1	CCNCC(=O)N1c2ccccc2CCc2ccc(NC(C)=O)cc21	3	0	-6	-5
2	CN(C)c1nc(OCC(=O)NC(C)(C)C)nc(N(C)C)n1	-3	11	9	-3
3	CC(C)(C#CCN1CCCC1)OCCC#N	-2	11	19	-6
4	CCOC(=O)N1CCN(C(=O)CN(Cc2ccc(Cl)cc2)S(C)(=O)=O)CC1	-1	-5	-2	-5
5	CCn1c(SCc2nc3ccccc3c(=O)[nH]2)nc2ccccc2c1=O	-1	-4	-11	-12
6	CCCCNC(=O)Nc1ccccc1CC	0	10	-12	-1
7	CCOc1ccc(N(CC(=O)NCCc2ccccc2)C(=O)CCC(=O)Nc2nccs2)cc1	27	5	-6	5
8	CCS(=O)(=O)N1CCN=C1SC(C)c1ccccc1 (stereo not given)	-7	-3	25	-3
9	CC(C)CNC(=O)CSc1nnc(CN2CCCCCC2=O)n1-c1ccccn1	-28	-3	1	6
10	O=C(Nc1ccccc1Cl)NC1(C(=O)NCCCN2CCOCC2)CCCCC1	0	2	8	-6
11	O=C(COC(=O)C1Cc2ccccc2CN1C(=O)c1ccccc1)Nc1ccc(SC(F)F)cc1 (stereo not given)	12	23	12	4
12	C[C@@H]1CN([C@@H](C)CO)C(=O)c2cccc(NS(C)(=O)=O)c2O[C@H]1CN(C)Cc1ccc(Oc2ccccc2)cc1	17	4	5	-1
13	Cc1ccc(-c2nnc(N(C)C(=O)c3cccnc3)s2)cc1	5	11	-77	-1
14	CCN1CCN(C(=O)c2ccc(CS(=O)(=O)Cc3ccccc3C)o2)CC1	-7	5	15	-5
15	CC(C)COc1ccccc1C(=O)NC(CO)C(=O)O (stereo not given)	-6	-14	-2	-4

#	EBI2 block	697 NFkB inh	UBC13 polyUb	Gli-Sufu block
1	-14	12	7	2
2	-3	6	2	1
3	11	9	2	0
4	2	0	-1	5
5	9	12	3	-9
6	-3	-1	-2	1
7	-5	-21	-6	3
8	-8	4	8	5
9	-10	9	4	3
10	-8	2	-3	-5
11	27	-12	7	-8
12	-22	0	3	-2
13	16	-67	0	-66
14	-7	-6	0	0
15	-2	-6	-15	-2

Other results follow.
#	Compound	Apaf1 inhib	CCR6 antag	Jurkat NFkB inh	SENP8 block
16	Cc1ccc(-n2ncc3c2CCCC3NC(=O)CCN2CCCC2=O)cc1C (stereo not given)	-3	6	8	-4
17	CCC(NC(=O)Nc1ccc(O)cc1)(C(F)(F)F)C(F)(F)F	0	0	-14	-4
18	CCOC(=O)c1oc2ccc(/C=N/O)c(Cl)c2c1C	-21	1	-32	15
19	CC1CCCCC1NC(=O)CN1C(=O)NC(C)(c2cc(F)ccc2F)C1=O (stereo not given)	-7	9	13	1
20	CCS(=O)(=O)N1CCC(c2nc(-c3ccc(C)cc3)no2)CC1	-7	7	-38	3
21	Cc1c(Cl)cccc1NC(=S)N1CCCCCC1	7	2	13	-2
22	COc1ccc(C(=O)NC(=O)NC2(C(Cl)(Cl)Cl)OCCO2)cc1	-15	2	-277	-15
23	CCOC(=O)c1cccc(NC(=S)N2CCN(c3ncc4c(=O)c(C(=O)O)cn(CC)c4n3)CC2)c1	22	-5	6	0
24	N#Cc1c(NC(=O)C2CC=CCC2C(=O)O)sc2c1CCCCCC2 (stereo not given)	6	11	2	-5
25	CCOC(=O)c1cc(C#N)c(Nc2ccccc2OC)nc1C(F)(F)F	-8	-7	0	-4
26	CCOC(=O)C1CCN(C(=O)c2ccc3c(c2)NC(=O)/C(=C\c2ccc(C)cc2)S3)CC1	33	15	16	-8
27	O=C1NC(=O)C2(CCc3ccccc32)N1 (stereo not given)	3	-3	-7	1
28	CCOC(=O)c1cc(-c2ccccc2)sc1NC(=O)C(C)OC(=O)c1ccncc1 (stereo not given)	6	6	-21	-10
29	Cc1ccc(-c2nc3c(cnn3-c3ccccc3)c(=O)o2)cc1	-2	22	-4	10
30	CN1C(=O)CC(N2CCC(c3nc4ccccc4s3)CC2)C1=O (stereo not given)	0	-15	-14	-2

#	EBI2 block	697 NFkB inh	UBC13 polyUb	Gli-Sufu block
16	-4	4	8	4
17	20	-3	-4	7
18	-3	-9	6	-22
19	-8	18	2	-13
20	-4	-26	8	-28
21	-1	-6	-8	-12
22	-12	-274	8	-146
23	4	-4	1	5
24	5	-21	-20	1
25	-6	-2	0	-5
26	15	-19	-6	-1
27	-2	4	-1	3
28	6	-14	-7	-2
29	24	26	11	56*
30	5	0	2	0

(further entries)
#	Compound	Apaf1 inhib	CCR6 antag	Jurkat NFkB inh	SENP8 block
31	Cc1occc1-c1nnc(SCCNCCO)o1	21	2	-2	-5
32	O=C(Nc1ccc2ncccc2c1)Nc1ccc2ncccc2c1	9	-11	-31	-1
33	CCOc1ccc(C(C)(C)C)cc1S(=O)(=O)N1CCOCC1	-4	-11	12	-5
34	CC(=O)c1ccc(NC(=O)/C(=C\c2cccs2)NC(=O)c2ccco2)cc1	-1	3	7	5
35	O=C(CN1CCN(S(=O)(=O)c2ccc(Cl)cc2)CC1)NC1CCCC1	-10	0	-1	-14
36	Cc1onc(-c2ccccc2Cl)c1C(=O)N/N=C(\N)COc1ccc(Cl)cc1	11	42	-4	7
37	CCOC(=O)c1c(NC(=O)c2ccc(Cl)s2)sc(C)c1C	1	-8	-3	6
38	COc1ccccc1OCCn1cc(C(=O)c2ccco2)c2ccccc21	25	-1	-5	0
39	CNC(=O)/C(C#N)=C\c1cc(C)n(-c2ccc(N3CCOCC3)cc2)c1C	6	10	-1	-2
40	CN(C(=O)COc1ccccc1)c1nc(-c2ccc(F)cc2)cs1	0	-3	4	4
41	CCCCNC(=O)c1onc(CSc2ccc(OC)cc2)c1C(=O)O	-4	9	9	1
42	O=C(COC(=O)c1ccc(S(=O)(=O)NCc2ccco2)cc1)NCc1ccccc1	1	-2	-1	-14
43	CC(C)c1ccc(NC(=O)COc2ccccc2)cc1	-2	-5	-41	-9
44	Cc1ccc(C(=O)N2CCCC(Nc3ccc(F)cc3)C2)cc1C (stereo not given)	23	21	-9	1
45	CCOC(=O)N1CCC(NC(=O)CSCc2nc(-c3ccc(OC)cc3)oc2C)CC1	-2	-8	9	-5

#	EBI2 block	697 NFkB inh	UBC13 polyUb	Gli-Sufu block
31	-8	18	2	21
32	1	-18	4	-15
33	14	8	5	0
34	-1	7	-7	-7
35	-6	15	-7	-4
36	26	-8	-4	-9
37	6	5	10	3
38	2	-23	45	13
39	-10	10	-9	10
40	1	10	7	-8
41	11	19	-12	16
42	6	-22	-10	-4
43	8	-2	3	-49
44	10	3	-8	6
45	-13	10	-2	21

Whole records as entered above. Values in the order: Apaf1 inhib	CCR6 antag	Jurkat NFkB inh	SENP8 block	EBI2 block	697 NFkB inh	UBC13 polyUb	Gli-Sufu block
Record of `CCOc1ccc(C(C)(C)C)cc1S(=O)(=O)N1CCOCC1` : -4	-11	12	-5	14	8	5	0
Record of `COc1ccccc1OCCn1cc(C(=O)c2ccco2)c2ccccc21` : 25	-1	-5	0	2	-23	45	13

Continued:
#	Compound	Apaf1 inhib	CCR6 antag	Jurkat NFkB inh	SENP8 block
46	CCCCn1c(N)c(N(CC(C)C)C(=O)CCCn2c(=O)oc3ccccc32)c(=O)[nH]c1=O	0	3	10	-4
47	CCOC(=O)CSc1ccc(S(=O)(=O)N2CCC(C)CC2)cc1[N+](=O)[O-]	-8	1	9	-4
48	CCOC(=O)[C@H]1[C@H]2COc3ccc(Cl)cc3[C@@H]2N2C(=O)[C@@H](C)NC(=O)[C@@]12C	1	-1	1	6
49	Cc1ccc(NC(=O)COC(=O)c2cc(=O)c3cc(F)ccc3o2)cc1	-2	-4	0	-1
50	CN(c1ccccc1)c1ccc(/C=C(\CCC(=O)O)c2nc3ccccc3s2)cc1[N+](=O)[O-]	-2	42	-11	2
51	CC(=O)N1CCN(C(=O)COC(=O)CNC(=O)c2ccc(C)cc2)CC1	-15	-3	9	-1
52	CCOC(=O)CC1C(=O)NCCN1C(=O)c1c(Cl)cccc1Cl (stereo not given)	-1	3	2	-5
53	O=c1[nH]c2ccccc2cc1CN(Cc1cccnc1)S(=O)(=O)c1ccc(Cl)cc1	9	6	-3	-5
54	Cn1c(=O)[nH]c(=O)c2c1nc(OC(=O)c1ccccc1)n2CC(O)COc1ccccc1 (stereo not given)	-4	-13	16	4
55	O=S(=O)(c1cccc(F)c1)N1CCN(C(=S)NCC2CCCO2)CC1 (stereo not given)	10	15	-6	-11
56	CC1CC1C(=O)OCC(=O)N(C)CC(=O)Nc1ccc(F)cc1 (stereo not given)	1	2	-7	3
57	Cc1cc2cc(CCNC(=O)C3c4ccccc4Oc4ccccc43)c(=O)[nH]c2cc1C	-6	.	-11	12
58	CC(C)OP(=O)(c1ccc(N(C)C)cc1)C(O)c1cccnc1 (stereo not given)	-6	0	-4	-15
59	COc1ccc(CC(=O)N2CCN(c3ccccn3)CC2)cc1	-3	1	8	-8
60	COC(=O)[C@@H]1C[C@@]2(O)[C@H](O)[C@H](O)[C@H](O)C[C@H]2N1Cc1cccc2ccccc12	-4	-1	6	-2

#	EBI2 block	697 NFkB inh	UBC13 polyUb	Gli-Sufu block
46	0	8	1	7
47	2	-11	5	-1
48	-8	6	2	-11
49	-8	7	-2	2
50	-7	-33	-30	3
51	-19	14	0	2
52	-20	-13	-4	-5
53	5	5	14	-17
54	-12	8	-2	-4
55	2	-15	2	-6
56	2	10	7	2
57	.	2	0	.
58	-4	-9	-2	1
59	1	2	8	-2
60	-3	22	3	-4

3 entries out of the list above, sorted by their value in Jurkat NFkB inh, highest first.
| No. | SMILES | Jurkat NFkB inh |
| --- | --- | --- |
| 2 | CN(C)c1nc(OCC(=O)NC(C)(C)C)nc(N(C)C)n1 | 9 |
| 25 | CCOC(=O)c1cc(C#N)c(Nc2ccccc2OC)nc1C(F)(F)F | 0 |
| 20 | CCS(=O)(=O)N1CCC(c2nc(-c3ccc(C)cc3)no2)CC1 | -38 |

The results go on:
#	Compound	Apaf1 inhib	CCR6 antag	Jurkat NFkB inh	SENP8 block
61	CCOc1ccc2nc(-c3ccc(OC)c(OC)c3)cc(C(=O)O)c2c1	5	-15	-2	-5
62	O=C(C/C=N\OCc1ccc(Cl)cc1Cl)Nc1ccccc1	11	12	1	7
63	NS(=O)(=O)c1ccc2nc(NC(=O)C3CCCO3)sc2c1 (stereo not given)	2	-17	-16	-3
64	CSc1ccc(Cl)c(C(=O)NCCOc2cc(C(C)C)ccc2C)c1	14	-1	0	5
65	CN(C)C(=S)SCC(=O)Nc1ccc(Cl)cc1Cl	3	7	-28	-16
66	CC(C)Oc1cc(N)c(Cl)cc1Cl	5	10	-11	-6
67	Cc1nonc1-c1csc(N)n1	-12	2	-6	2
68	C=CCn1c(C)cc(C(=O)Cn2c(C(C)O)nc3ccccc32)c1C (stereo not given)	3	4	-3	-6
69	Cc1cc(C(=O)N/N=C/c2cc(Br)ccc2OC(=O)c2ccccc2)n[nH]1	5	-17	12	5
70	COc1ccc(-n2nnnc2-c2cccnc2)cc1	2	7	4	-2
71	CCCCCCCC(=O)Nc1cc(C(=O)NCCC)ccc1N1CCC2(CC1)CC(c1cccc(Br)c1)=NO2	16	12	3	4
72	CCOc1ccc(CSC2=NCCN2)cc1[N+](=O)[O-]	-12	9	1	4
73	CCc1nc(CN2CCN(Cc3ccc(F)c(F)c3)C(CCO)C2)c(C)[nH]1 (stereo not given)	-8	-5	-1	0
74	COC(=O)C1=NN(C(C)=O)C2(CC(=O)N(c3cccc(C)c3)C2=O)C1 (stereo not given)	1	-1	-8	-7

#	EBI2 block	697 NFkB inh	UBC13 polyUb	Gli-Sufu block
61	-5	21	6	-21
62	-6	15	-2	-1
63	-17	-38	-14	-15
64	13	-16	8	12
65	3	-35	1	11
66	-13	0	4	19
67	-2	12	10	20
68	2	-35	-15	32
69	-14	4	-2	-22
70	3	3	-3	-10
71	11	-13	-3	7
72	0	-2	7	0
73	-14	-2	2	-7
74	-16	0	-7	2
